TAG inh: triacylglycerol accumulation inhibition; H9c2 cells, Nile Red lipid (TAG) fluorescence; cells loaded with 200 µM oleic acid; inhibition, % at 12.5 µM; 0.66% of 230,000 active;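 active = pattern-corrected inhibition of lipid staining of at least 50% with the nuclear-stain viability signal not falling by more than 50%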;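 note: 0% = DMSO wells and 100% = triacsin C control wells; some results filed as inactive read as strong as hits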
TAG inh DAPI viability: recorded beside TAG inh, whose call it bears; DAPI nuclei signal change (viability), lower = more cytotoxic, %;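 whole-well DAPI fluorescence read on a plate reader as a viability signal; minus 50 percent equals half of cells still viable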
Active calls of the source: *. This is a subset; count on the stated rates, not on these rows.

The line under a structure holds: TAG inh, TAG inh DAPI viability
> CC(C)(C)OC(=O)NCCc1nnc(S(=O)(=O)Cc2ccc(Cl)cc2Cl)o1
    -5, -13
> CCOC(=O)c1c(-c2ccc(OC)c(OC)c2)csc1NC(=O)C1CCCO1 (stereo not given)
    -17, -5
> CC(C)CN(C(=O)COC(=O)c1cccs1)c1c(N)n(Cc2ccccc2)c(=O)[nH]c1=O
    4, -5
> CC(C)c1nnc(NC(=O)CCC(=O)NCC2CCCO2)s1 (stereo not given)
    -9, 3
> COc1ccc(Cc2c(N)nc(N)nc2N)cc1
    8, -11
> CC(=O)OCC(=O)C1(O)CCC2C3CCC4=CC(=O)CCC4(C)C3C(O)CC21C (stereo not given)
    36, 7
> O=C(NC1CCCCC1)NC1CC2CCC(C1)N2Cc1nnnn1Cc1ccc2c(c1)OCO2 (stereo not given)
    11, -6
> COc1ccc(NC(=O)c2cnn(-c3ccccc3)c2C)cc1OC
    -12, 3
> Cc1onc(NC(=O)NC(=O)c2c(Cl)cccc2Cl)c1Br
    7, -3
> O=C(CC1C(=O)NCCN1C/C=C/c1ccccc1)NCCCC1CCCC1 (stereo not given)
    -4, -6
> Cc1cccc(N2CCN(C(=O)COc3ccc4c(c3)CCC4)CC2)c1C
    -3, 5
> Cn1c(N)c(C(=O)CSc2nc3ccccc3n2-c2ccccc2)c(=O)n(C)c1=O
    -10, 18
> OC(c1ccccc1)(c1nc(-c2cccc(C(F)(F)F)c2)cs1)C(F)(F)F (stereo not given)
    -39, 8
> C[C@@H]1CN([C@@H](C)CO)C(=O)CCCn2nncc2CO[C@H]1CN(C)S(=O)(=O)c1ccc(Oc2ccccc2)cc1
    -15, 0
> c1ccn(-c2ccc(-c3ccn[nH]3)cc2)c1
    7, -11

Filtered by structure, those above with an aryl methoxy group (3)
The line under a structure holds: TAG inh, TAG inh DAPI viability
> CCOC(=O)c1c(-c2ccc(OC)c(OC)c2)csc1NC(=O)C1CCCO1 (stereo not given)
    -17, -5
> COc1ccc(Cc2c(N)nc(N)nc2N)cc1
    8, -11
> COc1ccc(NC(=O)c2cnn(-c3ccccc3)c2C)cc1OC
    -12, 3

Next section
The line under a structure holds: TAG inh, TAG inh DAPI viability
> O=C(Nc1ccc2c(c1)OCCO2)c1c(F)c(F)c(F)c(F)c1F
    10, 10
> Cc1ccc(C(=O)N/C(=C/c2cccs2)C(=O)N2CCCCC2)cc1
    -10, 2
> Cc1c(NC(=O)Cn2nc(C(=O)O)c3ccccc3c2=O)c(=O)n(-c2ccccc2)n1C
    -21, 13
> COc1ccc(OCC(=O)OCC(=O)N2CC(=O)Nc3ccccc32)cc1
    -3, 6
> Cc1cc(C(=O)N2CCN(S(=O)(=O)c3ccccc3F)CC2)c(C)o1
    4, 12
> Oc1c(C=NCc2ccccc2)sc2ccccc12
    0, -7
> Cc1cc(C)cc(N(C(C)C(=O)Nc2c(C)n(C)n(-c3ccccc3)c2=O)S(C)(=O)=O)c1 (stereo not given)
    1, 2
> Cc1ccc(C)c(-n2nnc3ccccc3c2=O)c1
    6, -3
> COc1cc(OC)cc(C(=O)N[C@H](C(=O)OCC(=O)c2ccc(F)cc2)C(C)C)c1
    0, -7
> COc1ccc(/C(O)=C2\C(=O)C(=O)N(c3cc(C)on3)C2c2ccccc2OC)cc1C (stereo not given)
    1, -11
> COc1cccc(C(=O)OC(C)CN2CCCC2)c1 (stereo not given)
    -1, 5
> CC1=CC(C)[C@H](/C=N/n2c(=O)[nH]c3c([nH]c4ccc(C)cc43)c2=O)C(C)C1 (stereo not given in full)
    35, -26
> O=C(NNC(=O)c1csc(-c2ccccc2)n1)c1ccccc1
    2, -5
> NC(=O)c1csc(CCNC(=O)c2ccccc2)n1
    12, -3
> COc1ccccc1-c1nnc(SCC(=O)N2CCOCC2)o1
    4, -4

Other results:
The line under a structure holds: TAG inh, TAG inh DAPI viability
> CC(Sc1nccn1C)C(=O)Nc1ccc(C(N)=O)cc1 (stereo not given)
    -9, -5
> O=C(COC(=O)c1ccccc1S(=O)(=O)N1CCCCC1)NCC(F)(F)F
    -10, 4
> O=C(NCCNCCO)C1(C(F)(F)F)C/C(=C\Cc2ccccc2)CCCO1 (stereo not given)
    4, 10
> CCc1ccccc1NS(=O)(=O)c1ccc2c(c1)C(C)(C)C(=O)N2C
    0, -11
> Cc1cccc(C)c1NC(=O)CNC(=O)C(C)N1CCCCC1 (stereo not given)
    -4, 4
> NS(=O)(=O)c1ccc(CCNC(=O)COC(=O)/C=C/c2ccc(Cl)cc2)cc1
    10, -10
> COc1ccc(OC)c(N/C(=N/c2nc(C)cc(C)n2)NC(C)=O)c1
    -13, 5
> O=[N+]([O-])c1ccc2[nH]c(=S)[nH]c2c1
    7, -12
> O=C(c1ccc(CNS(=O)(=O)c2cccc(Cl)c2)cc1)N1CCCCC1
    -7, -4
> Cc1ccccc1C(=O)Nc1ccc(-c2nnc(SC(C)C(=O)O)n2C)cc1 (stereo not given)
    2, 5
> CCOC(=O)c1sc(N)c(C#N)c1COC(=O)C1=COCCO1
    1, 1
> N#CCCN1CCN(S(=O)(=O)c2ccc(S(=O)(=O)N3CCCCCC3)cc2)CC1
    -9, 8
> COC(=O)c1ccc(Oc2nc(SC)nc(N(C)C)n2)cc1
    3, 1
> Cc1cc(C)nc(N2CCC(C(=O)Nc3nnc(C)s3)CC2)n1
    8, -4
> O=C(C1CCCN1S(=O)(=O)c1ccc(Br)cc1)N1CCOCC1 (stereo not given)
    -5, 8

(listing goes on)
The line under a structure holds: TAG inh, TAG inh DAPI viability
> COc1ccc(/[N+]([O-])=C/c2ccoc2)cc1
    6, 7
> COc1cc(/C=C(\C(=O)O)c2ccc(S(=O)(=O)N3CCCC3)s2)ccc1OCCC(C)C
    -15, 6
> CC(=O)O[C@@]1(C)C[C@@H](O)[C@]2(O)C=CO[C@@H](O[C@@H]3O[C@H](CO)[C@@H](O)[C@H](O)[C@H]3O)[C@@H]21
    -11, 6
> Cc1ccccc1NC(=O)C1C2C=CC(C3CC23)C1C(=O)O (stereo not given)
    -14, 6
> COc1ccc(CN2CCN(CCCc3ccccc3)C(CCO)C2)cc1OC (stereo not given)
    5, 6
> CC(NC(=O)C1CCCN(S(=O)(=O)c2cccs2)C1)c1ccccc1 (stereo not given)
    -19, 5
> COCCN(C(=O)Nc1ccccc1)C(C)c1cccnc1 (stereo not given)
    -21, 1
> CCN(C[C@H]1N[C@@](C)(C(=O)OC)[C@H]2C(=O)N(Cc3ccccc3)C(=O)[C@@H]12)C(=O)Nc1ccccc1
    -8, 12
> CCN(C[C@H]1N[C@@](Cc2ccccc2)(C(=O)OC)[C@H]2C(=O)N(Cc3ccccc3)C(=O)[C@@H]12)S(=O)(=O)c1ccc(OC(F)(F)F)cc1
    38, -10
> CCc1nc(C)cn1S(=O)(=O)c1cc(Br)c(C)cc1OC
    -39, -2
> CC(C(=O)Nc1ccncc1)(c1ccccc1)c1ccccc1
    -11, 6
> Cc1nc(CN2C(=O)C3(CCC3)ON=C2c2cccc(Cl)c2)cs1
    -15, 5
> CCOc1ccc(NC(=O)CN(C)C(=O)CCCOc2ccc(Br)cc2)cc1OCC
    -39, -3
> Cc1ccc(CN2C(=O)C(=O)c3cc(C)ccc32)cc1
    19, -25
> CC(C)(CNCC(O)c1ccccc1)N1CCOCC1 (stereo not given)
    13, -4

(further entries)
The line under a structure holds: TAG inh, TAG inh DAPI viability
> Cc1cc(C)nc(SCC2COc3ccccc3O2)n1 (stereo not given)
    -5, -1
> CCOC(=O)c1ccc(NC(=O)NCCc2ccccc2OC)cc1
    18, 10
> O=C(Nc1ccc2c(c1)OCO2)C1CCN(S(=O)(=O)Cc2ccccc2)CC1
    4, -5
> O=C(COC(=O)C1CC2CCCC(C1)C2=O)Nc1ccc(F)c(Cl)c1 (stereo not given)
    14, 9
> C=CCN1C(=O)CS/C1=C(\C#N)S(=O)(=O)c1ccc(C)cc1
    0, -5
> O/N=C1\CCc2cc(Cl)ccc21
    -11, 4
> CCSc1nc(N)nc2c1ncn2C1OC(CO)C(O)C1O (stereo not given)
    -6, 10
> CCOc1ccc(-c2nc(CSCC(=O)NCCN3CCOCC3)c(C)o2)cc1
    12, 2
> CSc1cccc(-n2cc(-c3ccc4c(c3)OCO4)[nH]c2=O)c1
    12, 27
> CCOC(=O)c1cn(CC)c2cc(N3CCCCC3)c(F)cc2c1=O
    4, -9
> COc1ccc(C(=O)NCCCn2ccnc2)cc1
    13, -4
> Cc1cc(NC(=O)CSc2nnc(-c3ccccc3)o2)no1
    -3, -3
> CCc1ccc([C@@H]2C[C@H]3[C@@H](CN2S(=O)(=O)c2ccc(C)cc2)C(=O)C[C@@H](c2cccc(Cl)c2)N3S(=O)(=O)c2ccc(C)cc2)cc1
    4, 8
> Cc1nn(C)cc1S(=O)(=O)Nc1ccc2c(c1)OCCO2
    5, -11
> Cc1nc(-c2ccc(F)cc2)c(CC(=O)Nc2cccc(S(=O)(=O)N3CCOCC3)c2)s1
    -4, 7

(list continues)
The line under a structure holds: TAG inh, TAG inh DAPI viability
> COc1cccc(NC(=O)CN(C)C(=O)/C=C/c2cn(Cc3ccccc3)nc2-c2cccnc2)c1
    14, -2
> O=C(CSc1ncccn1)N1CCCc2ccccc21
    -5, 2
> O=[N+]([O-])c1cccc(COc2ccc(CN3CCCCC3)cc2)c1
    -2, 2
> C=CC[C@@H](CC(=O)N[C@@H](CO)Cc1ccccc1)C(=O)N[C@H](COC(=O)[C@@H](CC=C)CC(=O)OC(C)(C)C)Cc1ccccc1
    6, -2
> COc1ccc(NC(=O)CN(c2ccc(C(C)C)cc2)S(=O)(=O)c2c(C)noc2C)cc1OC
    5, 8
> O=C(OCC(CO)OC(CO)n1ccc(=O)[nH]c1=O)c1ccccc1 (stereo not given)
    18, -2
> Cc1cc(C2=NNC(=NC3CC3)SC2)c(C)n1-c1c(C)n(C)n(-c2ccccc2)c1=O
    -14, 1
> Cc1ccc(CN2CCC[C@]3(N[C@H](c4ccc(C(F)(F)F)cc4)[C@@H]4C(=O)N(Cc5ccccc5)C(=O)[C@@H]43)C2=O)cc1
    6, 1
> CCOC(=O)COc1cccc2c(=O)n(CC(=O)NCc3ccc(F)cc3)ccc12
    41, -18
> Cc1ccc(NC(=O)CN2C(=O)C3C4C=CC(C4)C3C2=O)cc1 (stereo not given)
    -13, 8
> C=CC[C@@H](CC(=O)NCCO)C(=O)N[C@@H](COC(=O)[C@@H](CC=C)Cc1ccc(F)cc1)Cc1ccccc1
    8, -7
> O=C(Nc1ccc(Br)cc1F)C1CCCN(S(=O)(=O)c2cnc[nH]2)C1 (stereo not given)
    9, -5
> COC(=O)c1cc(C(=O)c2ccc(Cl)cc2)n2c(=O)/c(=C\N(C)C)sc12
    9, -7
> C[C@@]12C(=O)Nc3ccccc3C(=O)N1[C@H]1c3cc(Br)ccc3OC[C@@H]1[C@@H]2c1ccccc1
    9, -1
> Cc1ccc(S(=O)(=O)N2CCN(C(=O)CNC(=O)c3ccc(Cl)cc3)CC2)cc1
    -1, 2

Carrying on.
The line under a structure holds: TAG inh, TAG inh DAPI viability
> N#CC1=C(N)C(C#N)(C#N)[C@H](c2cccnc2)[C@H]2CN(C(=O)OCc3ccccc3)CC=C12
    3, 1
> O=C(CSc1nnc(-c2ccc(F)cc2)c2ccccc12)NCC1CCCO1 (stereo not given)
    9, -14
> CCOc1ccc(S(=O)(=O)NCCCl)cc1
    6, -1
> CN(C)C(CNC(=O)c1sc2ccccc2c1Cl)c1ccco1 (stereo not given)
    -6, 15
> Cc1nc(Nc2cccc(C(C)O)c2)c2nnn(Cc3ccccc3F)c2n1 (stereo not given)
    -12, -2
> CC1CN(C(=O)COC(=O)Cc2c(Cl)cccc2Cl)CC(C)O1 (stereo not given)
    17, -1
> CN(C)CCNC(=O)c1c(NC(=O)c2ccccc2)sc2c1CCCC2
    11, 25
> COCc1ccc(-c2ccc3c(c2)c(C#Cc2ccsc2)c(-c2cc(OC)cc(OC)c2)n3C)cc1
    7, 105
> CC(=O)Nc1cccc(-c2cc(-c3c(Cl)cccc3Cl)no2)c1
    -4, 0
> C[C@@H]1CN([C@@H](C)CO)C(=O)CCCn2nncc2CO[C@@H]1CN(C)C(=O)OCc1ccccc1
    1, -1
> COc1cc(NC(=O)c2cccc(Br)c2)nc(OC)n1
    15, -14
> Cc1nc(NC2CCCC2)sc1C(=O)N(C)C
    5, -11
> CC(=O)C[C@@H](O)CC(=O)[C@@H]1OC(=O)CCCCCCCc2ccccc21
    -9, 1
> CC(C)Cc1ccc(-c2cc3nc(NCC4CC4)ccn3n2)cc1
    6, 32
> CCC(=NCCc1c(C)[nH]c2ccc(OC(F)(F)F)cc12)C1=C(O)CC(c2ccccc2)CC1=O (stereo not given)
    51*, -32*

(list continues)
The line under a structure holds: TAG inh, TAG inh DAPI viability
> O=C(NC1CCCCC1)c1ccc2ccccc2c1
    -21, 16
> CN(C)S(=O)(=O)c1ccc(C(=O)Nc2ccc(Cl)cc2)cc1
    -10, -1
> Cc1csc(=O)n1CCC(=O)OCC(=O)Nc1cc([N+](=O)[O-])ccc1Cl
    -6, -9
> Cc1cccc(OCc2nnc(SCC(=O)Nc3cccc(C(=O)N4CCOCC4)c3)n2C)c1
    7, -8
> COc1ccc(F)cc1S(=O)(=O)NCC(c1ccc2c(c1)OCO2)N1CCN(C)CC1 (stereo not given)
    -11, -1
> CCCc1noc(-c2cccc([N+](=O)[O-])c2)n1
    -8, 12

Not a retest: an excerpt of the list.
The line under a structure holds: TAG inh, TAG inh DAPI viability
> CCC(=NCCc1c(C)[nH]c2ccc(OC(F)(F)F)cc12)C1=C(O)CC(c2ccccc2)CC1=O (stereo not given)
    51*, -32*
> O=C(NC1CCCCC1)c1ccc2ccccc2c1
    -21, 16
> CN(C)S(=O)(=O)c1ccc(C(=O)Nc2ccc(Cl)cc2)cc1
    -10, -1
> Cc1csc(=O)n1CCC(=O)OCC(=O)Nc1cc([N+](=O)[O-])ccc1Cl
    -6, -9

Profiles, looked up by structure. Screens in order: TAG inh | TAG inh DAPI viability
Entry for O=[N+]([O-])c1cccc(COc2ccc(CN3CCCCC3)cc2)c1 : -2 | 2
Entry for Cc1nc(NC2CCCC2)sc1C(=O)N(C)C : 5 | -11

Screening data from PubChem.
